High-throughput results from PubChem BioAssay.
DNA FID counter: displaces DNA intercalator in HCV helicase counter-screen; DNA fluorescent intercalator displacement, fluorescence; inhibition, % at 7.9 µM; 290,000 tested, 0.17% active; in the data active = inhibition above about 37%;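 note: 0% = vehicle and 100% = reference compound; higher means more ethidium bromide displaced from hairpin DNA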
OXTR agonist: agonists of human oxytocin receptor; P30559; CHO-OTR cells, Fluo-8 calcium fluorescence; normalized: DMSO 0%, oxytocin 100%; activation, % at 3 µM; 320,000 tested, 0.32% active; AID 2435;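 active = activation above the mean of all tested compounds plus 3 SD, cutoff set per screening run, cut at about 20% in these data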;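 note: peak over basal fluorescence ratio from a 100 s FLIPR kinetic read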
Target sequence (P30559 whole entry, looked up): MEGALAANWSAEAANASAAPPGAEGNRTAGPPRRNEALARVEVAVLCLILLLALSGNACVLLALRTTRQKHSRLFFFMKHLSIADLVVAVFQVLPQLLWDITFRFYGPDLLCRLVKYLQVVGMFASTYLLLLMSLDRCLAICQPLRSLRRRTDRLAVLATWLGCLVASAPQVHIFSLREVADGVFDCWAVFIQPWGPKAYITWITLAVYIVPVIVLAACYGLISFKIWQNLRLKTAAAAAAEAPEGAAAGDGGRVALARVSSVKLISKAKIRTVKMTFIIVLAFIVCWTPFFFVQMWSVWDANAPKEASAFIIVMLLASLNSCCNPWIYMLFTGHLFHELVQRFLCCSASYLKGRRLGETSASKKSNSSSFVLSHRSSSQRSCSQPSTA
MEKK2 mut-MEK5: signal of MEK5 binding to mutant human MEKK2 PB1 domain. AID 1530. percent response, % at 10 µM. 290,000 tested, 0.35% active. bead flow cytometry, Alexa488-MEK5 binding to MEKK2 mutant; in the data active = percent response above about 24%, passing the limit was not always enough; note: inactives centre near 1; some results filed as inactive read as strong as hits; reference of the scale not given here
M18AAP inhibitor: PfM18AAP enzyme inhibition. recombinant PfM18AAP, H-Glu-NHMec fluorogenic cleavage. inhibition, % at 7.35 µM. 290,000 tested, 1.2% active;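 active = inhibition above the campaign mean inhibition over all tested compounds plus 3 SD, cut at about 28% in these data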;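 note: 0% = plate median of test compound wells and 100% = 2 mM ZnCl2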
GPR7 antag: antagonists of human GPR7 (neuropeptides B/W receptor 1). AID 1861. 290,000 tested, 1.1% active. GPR7-expressing cells, fluorescence antagonist assay. inhibition, % at 4.4 µM. P48145; in the data active = inhibition above about 16%, passing the limit was not always enough;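 note: cells stimulated with the agonist NPW; 0% = agonist with vehicle and 100% = vehicle without agonist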
Target sequence (P48145 whole entry, looked up): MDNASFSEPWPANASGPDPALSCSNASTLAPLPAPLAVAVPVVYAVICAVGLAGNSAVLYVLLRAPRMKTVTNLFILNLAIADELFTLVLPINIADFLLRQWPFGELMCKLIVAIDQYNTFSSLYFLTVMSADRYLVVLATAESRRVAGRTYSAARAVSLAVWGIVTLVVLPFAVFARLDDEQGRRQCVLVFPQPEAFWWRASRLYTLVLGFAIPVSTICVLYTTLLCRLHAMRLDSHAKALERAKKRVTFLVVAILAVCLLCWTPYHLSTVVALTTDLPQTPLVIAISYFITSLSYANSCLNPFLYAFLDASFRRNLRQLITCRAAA
NALP1 yeast inh: NALP1 inhibition. S. cerevisiae NALP1/ASC/caspase-1 growth, X-gal OD620, 72 h. inhibition, % at 10 µM. 280,000 tested, 0.61% active; in the data active = inhibition mostly above about 24%, no sharp cut-off; inactive = mostly below about 32%; note: some compounds called inactive have numbers as strong as hits
MEKK2wt PB1 HTS: raises or lowers MEK5 binding to wildtype human MEKK2 PB1 domain. Q9Y2U5. bead flow cytometry, Alexa488-MEK5 binding to MEKK2 WT; actives lie on both sides. binding response (% of control), % at 10 µM. 290,000 tested, 1.1% active. AID 1531; in the data active = binding response below about 67% or above about 130%
MEKK3 PB1 HTS: MEKK3-MEK5 PB1 interaction, increase or decrease. AID 1529. 290,000 tested, 1.4% active. binding response (% of control), % at 10 µM. Q99759. bead-based flow cytometry, Alexa488-MEK5 binding to MEKK3; actives lie on both sides; 0 = blocked by unlabeled MEK5, 100 = vehicle;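 active = binding response more than 3 SD above or below the average of its plate-row segment, actives on both sides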;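 note: Alexa488 bead fluorescence after subtracting the streptavidin-only scavenger bead signal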
PHOSPHO1 inh: blocks human PHOSPHO1 phosphatase activity; inhibition, % at 13.3 µM; Q8TCT1; recombinant PHOSPHO1, absorbance phosphatase assay; 290,000 tested, 1.1% active; in the data active = inhibition above about 60%
Target sequence (Q8TCT1 whole entry, looked up): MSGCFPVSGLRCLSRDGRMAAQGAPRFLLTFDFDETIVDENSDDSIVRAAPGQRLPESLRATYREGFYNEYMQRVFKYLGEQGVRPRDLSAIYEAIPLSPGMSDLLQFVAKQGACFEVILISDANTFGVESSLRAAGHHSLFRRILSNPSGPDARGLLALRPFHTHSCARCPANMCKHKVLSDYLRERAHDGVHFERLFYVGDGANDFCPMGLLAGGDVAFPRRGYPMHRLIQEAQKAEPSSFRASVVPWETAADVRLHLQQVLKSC
The depositor's hits bear a star; · = not tested or not shown.

SMILES	DNA FID counter	OXTR agonist	MEKK2 mut-MEK5	M18AAP inhibitor	GPR7 antag	NALP1 yeast inh	MEKK2wt PB1 HTS	MEKK3 PB1 HTS	PHOSPHO1 inh
Cn1c(=O)c(=O)n(C)c2cc(S(=O)(=O)CCC(=O)Nc3c(F)c(F)c(F)c(F)c3F)ccc21	-5	3.3	-2	1	-8	13	98	96	49
COc1cccc(CN2CC(C(=O)NCCOc3ccccc3)CCC2=O)c1 (stereo not given)	-41	-0.5	1	-1	0	1	101	101	44
COc1ccc(OC)c(S(=O)(=O)Nc2c(C)cccc2C)c1	-13	-0.7	1	-1	-21	-1	100	99	-14
O=c1c2cc(NC(=S)N3CCC(N4CCCCC4)CC3)ccc2nc2n1CCCCC2	9	0.5	-39	4	-6	14	107	95	36
Cc1ccc(Cn2c(=N)c(S(=O)(=O)c3ccc(C)cc3)cc3c(=O)n4ccccc4nc32)cc1	5	-0.5	1	-3	-10	11	95	98	17
c1ccc(-n2cnnc2SCc2nc3ccccc3s2)cc1	-16	-0.5	3	2	5	11	104	112	31
OCCC1CN(Cc2cn[nH]c2C2CCCCC2)CCN1Cc1ccccc1 (stereo not given)	4	1.1	-8	-1	-5	22	121	104	37
Cc1ccc(-n2cc(-c3ccccc3)c3c(=O)[nH]cnc32)cc1	-16	-2.5	1	-1	-16	-42	98	98	18
CC1CC(C)CN(S(=O)(=O)c2ccc(C(=O)Nc3nnc(-c4cccs4)o3)cc2)C1 (stereo not given)	-25	-1.3	·	1	-11	16	·	·	6
CC1=C(C(N)=O)C(c2ccco2)C(C(N)=O)=C(C)N1	0	0.9	7	0	-11	0	109	104	4
OC1(C(F)(F)F)CC(c2ccc3ccccc3c2)=NO1 (stereo not given)	-6	0.1	6	-9	-8	15	99	106	8
CC1=CC2=NC(=O)/C(=C\c3ccc(OC(=O)c4ccco4)cc3)C(=N)N2O1	-6	-0.1	-8	3	6	18	90	93	2
CCCC(=O)NCCc1ccc(F)cc1	-3	-0.4	-1	-7	-4	-13	96	99	16
O=C(NC1CCCc2ccccc21)c1cc(S(=O)(=O)N2CCOCC2)ccc1F (stereo not given)	-19	1.7	0	-8	-3	-2	105	105	2
CCOC(=O)c1cc(S(=O)(=O)N2CC(C)CC(C)C2)cn1C (stereo not given)	-35	-2.0	1	1	-15	18	106	102	1
Cc1cc(C)nc(SCC(N)=O)n1	-5	0.9	-9	9	9	0	83	86	4
COc1ccc(CCN2C(=O)CC(N3CCN(c4ccccn4)CC3)C2=O)cc1OC (stereo not given)	-17	0.1	4	3	-5	4	110	109	-7
CC(C)(C)N(Cc1ccccc1)C(=O)c1cccs1	-26	-2.6	3	1	-22	0	102	107	40
Cc1cc(S(=O)(=O)Nc2ccccc2C(=O)O)ccc1Cl	-23	1.0	5	2	-19	11	110	105	43
Cn1c(SCC(=O)Nc2ccccc2Cl)nnc1C1CC1	-5	0.1	12	2	-3	5	109	108	20

Entries of single compounds as entered above. Order of values: DNA FID counter, OXTR agonist, MEKK2 mut-MEK5, M18AAP inhibitor, GPR7 antag, NALP1 yeast inh, MEKK2wt PB1 HTS, MEKK3 PB1 HTS, PHOSPHO1 inh
`CC1=C(C(N)=O)C(c2ccco2)C(C(N)=O)=C(C)N1` reads 0, 0.9, 7, 0, -11, 0, 109, 104, 4
`O=c1c2cc(NC(=S)N3CCC(N4CCCCC4)CC3)ccc2nc2n1CCCCC2` reads 9, 0.5, -39, 4, -6, 14, 107, 95, 36

Returning to the listing with the three entries that preceded the break.
SMILES	DNA FID counter	OXTR agonist	MEKK2 mut-MEK5	M18AAP inhibitor	GPR7 antag	NALP1 yeast inh	MEKK2wt PB1 HTS	MEKK3 PB1 HTS	PHOSPHO1 inh
CC(C)(C)N(Cc1ccccc1)C(=O)c1cccs1	-26	-2.6	3	1	-22	0	102	107	40
Cc1cc(S(=O)(=O)Nc2ccccc2C(=O)O)ccc1Cl	-23	1.0	5	2	-19	11	110	105	43
Cn1c(SCC(=O)Nc2ccccc2Cl)nnc1C1CC1	-5	0.1	12	2	-3	5	109	108	20
FC(F)(F)c1nnc2ccc(NCc3cccnc3)nn12	-9	0.8	-6	-5	-10	-16	94	98	41
CCCNC(=O)c1ccc2c(=O)c(O)c(-c3ccc(F)cc3)[nH]c2c1	·	-0.4	2	·	·	·	97	91	4
O=C(CSc1ccc(Cl)cc1)N1N=CCC1c1ccccc1 (stereo not given)	-25	-1.6	-1	2	-15	·	103	103	47
COc1ccc(N2CCN(CCCNC(=O)C(=O)c3c[nH]c4ccccc34)CC2)cc1	10	1.6	15	5	3	10	133	103	43
COc1cc(Br)c(Br)cc1N	0	-1.1	8	2	-15	23	104	104	-1
COc1ccc(/C(O)=C2/C(=O)C(=O)N(Cc3cccnc3)C2c2ccco2)cc1OC (stereo not given)	-7	0.1	3	-8	-7	5	103	109	33
COc1ccccc1CC(=O)Nc1ccc(-c2noc(COc3ccc(Br)cc3)n2)cc1	1	0.8	-11	-9	-5	1	93	91	21
C=CCNc1cc(C(F)(F)F)nc(-c2ccccn2)n1	-2	-0.2	7	3	15	8	103	105	28
CC1(C)CC2CC(C)(CN2S(=O)(=O)c2ccc(C(=O)Nc3ccc(Cl)c(S(=O)(=O)N4CCOCC4)c3)cc2)C1 (stereo not given)	6	-0.9	1	0	-3	-3	105	103	41
CCOc1ccccc1NC(=O)c1ccc(-n2cncn2)nc1	-4	-0.3	3	-14	-6	14	99	100	45
Cc1ccc(C(=C2C3C=CC2C2C(=O)NC(=O)C32)c2ccc(C)cc2)cc1 (stereo not given)	-2	-0.8	-4	1	-6	4	92	103	3
CCOC(=O)CSc1nc(Cc2ccccc2)nc2ccccc12	-24	-1.1	-1	2	-3	7	101	108	33
CCN(CC)C(=O)CSc1nc(O)c(Cc2ccc(OC)cc2)c(=O)[nH]1	0	0.1	-14	-10	8	7	97	95	19
c1ccc(OCc2nnc3n2N=C(c2ccccc2)CS3)cc1	-13	-0.4	3	11	-7	22	100	103	59
O=C(COc1ccc(Br)cc1)NC1CC1	-2	1.0	2	-6	-8	4	100	97	33
c1ccc(SCc2cn3cccnc3n2)nc1	-3	-0.8	0	-6	-10	19	102	106	-100
CCCc1ncc(CN2CCC(C(=O)Nc3cccc(-c4cscn4)c3)CC2)cn1	-10	-0.7	-6	-17	-2	24	94	96	16
CN(CC(=O)NC1CCCC1)S(=O)(=O)c1cnc[nH]1	-1	0.4	-3	-6	-14	4	96	100	-19
COC(=O)c1ccc(-n2nnnc2SCC(=O)Nc2cc(OC)ccc2OC)cc1	-8	8.7	-11	0	7	19	89	95	-6
N#CC1=C(N)SC(N)=C(C#N)C1c1ccc([N+](=O)[O-])cc1	7	0.6	-2	22	0	6	95	99	8

An excerpt of these results, with values under each structure:
Values run as follows: DNA FID counter | OXTR agonist | MEKK2 mut-MEK5 | M18AAP inhibitor | GPR7 antag | NALP1 yeast inh | MEKK2wt PB1 HTS | MEKK3 PB1 HTS | PHOSPHO1 inh
- COC(=O)c1ccc(-n2nnnc2SCC(=O)Nc2cc(OC)ccc2OC)cc1
 : -8 | 8.7 | -11 | 0 | 7 | 19 | 89 | 95 | -6
- N#CC1=C(N)SC(N)=C(C#N)C1c1ccc([N+](=O)[O-])cc1
 : 7 | 0.6 | -2 | 22 | 0 | 6 | 95 | 99 | 8

Next part
SMILES	DNA FID counter	OXTR agonist	MEKK2 mut-MEK5	M18AAP inhibitor	GPR7 antag	NALP1 yeast inh	MEKK2wt PB1 HTS	MEKK3 PB1 HTS	PHOSPHO1 inh
Cc1cccc(Nc2ccccc2C(=O)OCC(=O)N2CCOCC2)c1C	-45	-2.5	0	0	9	3	105	109	41
COc1ccc(/C=C/C(=O)OCc2nc3ccccc3c(=O)[nH]2)c(OC)c1	-2	-0.3	21	1	-5	-2	108	108	32
Cc1ccc(C(=O)Nc2nc(C)c(C(=O)Nc3ccc4c(c3)CCC4)s2)cc1	-11	-1.0	1	-5	4	17	102	103	-1
CCc1cc2c(=O)c(-n3cnc4ccccc43)coc2cc1O	-11	4.9	7	6	2	-20	99	100	0
Cc1ccc(NC(=O)C2CCCN(c3ncccn3)C2)c(C)c1 (stereo not given)	-20	-0.3	6	0	-4	-23	102	104	30
O=C(NCC1CCC(C(=O)O)CC1)c1cccnc1 (stereo not given)	1	-0.3	-5	-3	10	-17	91	90	12
COc1ccc(C2/C(=C(/O)c3ccc(S(=O)(=O)N4CCOCC4)cc3)C(=O)C(=O)N2CCN2CCOCC2)cc1 (stereo not given)	-47	0.7	1	9	-12	8	98	100	23
O=C(CCS(=O)(=O)c1ccc(Br)s1)NCc1ccc2c(c1)OCO2	-5	-0.5	2	-3	-8	1	102	97	-2
COc1cccc(CC(=O)Nc2ccc(S(=O)(=O)Nc3nc(C)cc(C)n3)cc2)c1	-14	0.5	-1	-14	-1	21	102	102	9
CC(CC(=O)Nc1nnc(CC(C)(C)C)s1)c1ccccc1 (stereo not given)	-28	-0.3	2	9	-9	-4	97	104	·
O=C(c1cc2cc(F)ccc2[nH]1)N1CCC(Cc2ccccc2)CC1	-25	-0.7	6	-7	-6	20	107	108	46
Cn1nc(C(=O)Nc2nc3ccc(S(C)(=O)=O)cc3s2)ccc1=O	1	0.3	·	-11	-12	7	·	·	19
COC(=O)c1ccc(COc2ccccc2/C=C(\C#N)C(=O)NC(C)C)cc1	-2	-0.4	1	-6	0	2	89	93	-28
COC(=O)c1sc(NC(=S)NC(=O)c2ccccc2F)nc1C	-3	0.9	0	0	-11	8	92	103	-17
COc1ccc(S(=O)(=O)N2CCCC2)cc1Br	0	1.0	6	-2	-4	-2	106	107	·
CCC(=O)Nc1c2c(nn1-c1ccc(C)cc1C)CSC2	5	-0.9	-2	0	-1	-16	97	97	86*
CCOc1ccccc1NC(=O)CN(Cc1ccccc1)S(C)(=O)=O	-15	0.2	8	-4	6	31	112	109	6
Cc1[nH]c2ccccc2c1CCN(Cc1cccnc1)C(=S)NC(C)(C)C	-4	0.4	19	2	1	7	123	111	-11
COC(=O)c1ccc(C2c3c(oc4ccc(F)cc4c3=O)C(=O)N2CCO)cc1 (stereo not given)	-7	-0.4	5	-7	-13	-9	103	101	4
Cc1nn(C(C)C(=O)N2CCOCC2)c(C)c1[N+](=O)[O-] (stereo not given)	-2	0.0	6	-1	5	24	104	98	4
O=C(c1ccc2nccnc2c1)N1CCN(c2ccccc2)CC1	-14	0.3	-4	-4	-3	4	97	100	-2
CCOC(=O)c1ccc(N(CC(=O)NCC2CCCO2)C(=O)CCC(=O)Nc2cc(C)on2)cc1 (stereo not given)	-33	1.2	3	-4	-7	2	104	102	36
